High-throughput results deposited in PubChem by NMMLSC.
MEP2-GFP yeast = modulators of MEP2-GFP levels in yeast, primary screen, S. cerevisiae, multiplex flow cytometry, MLPCN library; 0.51% of 330,000 active; S. cerevisiae MEP2-GFP strain, 3 h; 100% = DMSO control level; GFP response vs DMSO, % at 10 µM;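 active = GFP response versus DMSO above a set limit, roughly screen mean plus 3 SD, cut at about 180% in these data; inconclusive = fewer than 70 cells counted for a yeast strain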;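 also: median GFP fluorescence of the barcode-gated MEP2-GFP cells per well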
LAP4-GFP MLPCN = modulators of LAP4-GFP expression in yeast, primary screen, S. cerevisiae, multiplex flow cytometry, MLPCN library | 0.34% of 320,000 active | 3 h; median GFP as percent of DMSO wells | GFP response vs DMSO, % at 10 µM;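 active = GFP response vs DMSO above a set limit, about the screen mean plus 3 SD, cut at about 150% in these data; inconclusive = under 70 cell events counted for the yeast strain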
GRK2 inh = compounds blocking aptamer binding on GRK2 – biochemical, human GRK2, bead flow cytometry, HTS, primary screen; Beta-adrenergic receptor kinase 1 (Homo sapiens), P25098; FAM-aptamer displacement from GRK2; AID 488847, 2010; inhibition of aptamer binding, % at 10 µM; 0.59% of 330,000 active;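 active = inhibition of aptamer binding above 40%, roughly 3 SD of noise, on plates passing a quality check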;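 also: median bead fluorescence of bound FAM aptamer so fluorescent compounds give negative values; no value below 0 was filed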
Target sequence (P25098 whole entry, looked up): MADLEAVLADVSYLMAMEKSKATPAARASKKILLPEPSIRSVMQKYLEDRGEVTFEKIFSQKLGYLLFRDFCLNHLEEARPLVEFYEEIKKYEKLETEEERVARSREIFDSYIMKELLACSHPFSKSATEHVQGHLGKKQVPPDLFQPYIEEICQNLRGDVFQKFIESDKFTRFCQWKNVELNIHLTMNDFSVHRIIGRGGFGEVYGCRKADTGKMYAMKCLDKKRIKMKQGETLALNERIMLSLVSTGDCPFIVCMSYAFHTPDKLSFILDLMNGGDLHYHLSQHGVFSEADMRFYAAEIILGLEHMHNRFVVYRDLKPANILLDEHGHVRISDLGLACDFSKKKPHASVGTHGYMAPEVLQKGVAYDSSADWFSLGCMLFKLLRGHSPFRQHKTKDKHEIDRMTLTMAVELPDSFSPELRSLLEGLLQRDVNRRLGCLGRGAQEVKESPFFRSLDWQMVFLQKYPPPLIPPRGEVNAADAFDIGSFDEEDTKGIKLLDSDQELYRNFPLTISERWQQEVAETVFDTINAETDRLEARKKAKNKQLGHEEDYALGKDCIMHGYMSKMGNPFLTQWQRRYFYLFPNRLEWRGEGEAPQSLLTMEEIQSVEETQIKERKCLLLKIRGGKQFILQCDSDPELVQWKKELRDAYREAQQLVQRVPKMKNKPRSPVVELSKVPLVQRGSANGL
AGP1 TOR yeast = modulators of AGP1-GFP expression in yeast TOR pathway, primary screen, cell-based, multiplex flow cytometry, S. cerevisiae, MLPCN library. 3 h; GFP as percent of DMSO wells. GFP response vs DMSO, % at 10 µM. 0.02% of 320,000 active;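 active = GFP response relative to DMSO above a set limit, near screen average plus 3 SD, cut at about 150% in these data; inconclusive = fewer than 70 cells counted for the yeast strain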;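 also: median GFP channel fluorescence of the gated AGP1 strain per well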
CIT2 TOR yeast = modulators of CIT2-GFP expression in yeast, primary screen, S. cerevisiae, GFP fusion, multiplex flow cytometry, MLPCN library; S. cerevisiae CIT2-GFP strain, 3 h; 100 means same as DMSO wells; GFP response vs DMSO, % at 10 µM; 0.065% of 320,000 active;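 active = GFP response relative to DMSO above a set limit, near the screen mean plus 3 SD, cut at about 150% in these data; inconclusive = Fewer than 70 cells measured for a yeast strain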;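 also: ratio of well median GFP fluorescence to mean of DMSO wells on the plate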
RPL19A TOR yeast = RPL19A-GFP expression modulators in yeast, primary screen, cell-based, S. cerevisiae, multiplex flow cytometry, MLPCN. AID 2025, 2009. S. cerevisiae RPL19A-GFP strain, 3 h; stronger effect = lower value. percent response vs DMSO, % at 10 µM. 0.3% of 330,000 active;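 active = percent response vs DMSO below 50%; inconclusive = fewer than 70 events counted for the yeast strain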;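 also: median channel GFP fluorescence of the barcoded RPL19A-GFP strain; ratio of sample median GFP to plate DMSO average so 100% = DMSO; lower means less RPL19A-GFP as with rapamycin TOR inhibition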
Yeast superoxide = reduction of superoxide in aged yeast, primary screen, HTS; S. cerevisiae aged cells, superoxide DHE fluorescence; stronger effect = lower value; superoxide response (% of plate mean), % at 10 µM; 0.18% of 330,000 active;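 active = superoxide response under a set limit, about three screen SD below normal, cut at about 65% in these data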;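 also: yeast aged for seven days with compound at 30 °C before DHE staining; 100% = average MFI of all compound-treated wells on the plate with controls excluded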
VLA-4 inh = inhibition in human VLA-4 binding assay, primary screen, VLA-4 allosteric modulator project, MLPCN library, flow cytometry, VLA-4 expressing cells. ligand binding flow cytometry. inhibition, % (about 7 µM as worked out from the volumes in the protocol). 0.2% of 330,000 active. AID 2557, 2010; in the data active = inhibition above about 50%
Active calls of the source: *; ? = inconclusive; . = no result given; [ ] = another dose, or the depositor's remark.

SMILES	MEP2-GFP yeast	LAP4-GFP MLPCN	GRK2 inh	AGP1 TOR yeast	CIT2 TOR yeast	RPL19A TOR yeast	Yeast superoxide	VLA-4 inh
Cc1ccc(-c2nc(CSCC(=O)NCCCN3CCOCC3)c(C)o2)cc1	106	104	0	104	96	99	101	6
CNc1oc(-c2ccccc2F)nc1S(=O)(=O)c1ccc(C)cc1	103	107	0	100	98	102	111	-1
Cn1ccnc1C1CCCCN1Cc1nc(Cc2cccc(C(F)(F)F)c2)no1 (stereo not drawn)	100	96	0	101	.	99	99	-4
Cc1ccc(C(=O)Nc2ccccc2C(=O)NCc2cccnc2)cc1	76	83	0	91	95	89	88	2
CN(CC(=O)NCCCn1ccnc1)S(=O)(=O)c1ccc(Cl)cc1	103	106	6	103	103	105	104	15
CN(C)S(=O)(=O)c1cccc(COC(=O)Cc2c(F)cccc2Cl)c1	101	93	5	93	91	95	82	-3
COc1ccc(C)cc1NC(=O)c1cccc(C(=O)Nc2cc(C)ccc2OC)n1	100	70	0	93	91	110	90	5
c1ccc(-n2nnnc2SCc2cn3cccnc3n2)cc1	100	104	2	.	108	101	82	-6
O=C(Nc1ccccc1Cl)C1C2CCC3C(CCC21)C3(Cl)Cl (stereo not drawn)	102	99	0	102	104	104	91	3
CCOC(=O)N/N=C(C)/C=C/c1ccccc1	98	94	2	91	99	104	95	4
CC(C)CC(=O)NC(=S)Nc1ccc(N2CCN(C(=O)c3cccs3)CC2)cc1	99	104	2	101	103	96	113	7
COc1cc(CNCc2cccs2)cc(Br)c1OC	101	97	0	102	100	99	94	1
Cc1ccc(C)c(C(=O)Nc2cc(C)nn2-c2nc(C)cc(C)n2)c1	112	107	3	92	99	92	85	-1
OCCN(Cc1nc(-c2ccc3c(c2)OCO3)no1)Cc1cccs1	111	105	4	90	87	72	99	16
CCCCOc1ccc(-c2ncc([N+](=O)[O-])cn2)cc1	94	115	0	114	103	104	84	1
Cc1nc(-c2ccc(C(=O)N3CCCC3)cc2)cs1	101	103	6	100	108	106	92	15
O=C(N/N=C/c1ccccn1)c1cc(-c2ccc(Br)s2)[nH]n1	104	92	0	97	91	105	104	-6
O=C(CN(C(=O)c1ccc(Cl)cc1Cl)N1C(=O)C2C3C=CC(C3)C2C1=O)c1ccc(F)cc1 (stereo not drawn)	105	109	2	115	117	.	83	9
CCN(CC(=O)Nc1ccc2c(c1)OCCO2)c1ccc(S(=O)(=O)N2CCOCC2)cn1	101	105	1	108	100	99	97	2
CC(C)(C)c1cc(=O)[nH]c(SCc2ccccc2Cl)n1	92	104	1	110	93	95	100	6
O=C(CSc1ccccc1)NCC1(N2CCCCC2)CCCCC1	104	108	0	110	105	105	90	2
C[C@H](CO)N1C[C@H](C)[C@@H](CN(C)C(=O)NC2CCCCC2)Oc2ccc(NC(=O)CCC(F)(F)F)cc2C1=O	98	99	0	95	94	95	118	2
CC(C)CN(C(=O)COc1ccc2ccc(=O)oc2c1)C1CCS(=O)(=O)C1 (stereo not drawn)	95	88	7	97	103	96	91	-2
COc1cc(N)ccc1Cc1ccc(N)cc1OC	83	106	0	90	82	100	112	-2
Cc1ccc(C(=O)COc2ccccc2C(=O)Nc2ccccc2)cc1	100	96	5	106	96	95	101	-18
Cc1ccc(NC(=S)NNC(=O)C2CC2c2ccc(C)cc2)cc1 (stereo not drawn)	103	102	0	102	97	97	98	7
N#Cc1ccc(C(=O)N2CCN(C(=O)C3CCCO3)CC2)cc1 (stereo not drawn)	102	103	3	103	95	96	103	-9
OCCNCc1cccc(Br)c1	100	101	0	99	103	95	109	6
O=C1CN(C(=O)COC(=O)c2ccccc2NC(=O)c2ccco2)c2ccccc2N1	100	96	0	97	96	99	91	-6
O=C(CSc1nnc(-c2ccccn2)n1Cc1ccco1)c1ccc(Cl)cc1	93	92	2	96	95	98	86	5

Arranged by molecular weight (ascending): part of the list above
SMILES	MEP2-GFP yeast	LAP4-GFP MLPCN	GRK2 inh	AGP1 TOR yeast	CIT2 TOR yeast	RPL19A TOR yeast	Yeast superoxide	VLA-4 inh
Cc1ccc(NC(=S)NNC(=O)C2CC2c2ccc(C)cc2)cc1 (stereo not drawn)	103	102	0	102	97	97	98	7
O=C(CSc1ccccc1)NCC1(N2CCCCC2)CCCCC1	104	108	0	110	105	105	90	2
C[C@H](CO)N1C[C@H](C)[C@@H](CN(C)C(=O)NC2CCCCC2)Oc2ccc(NC(=O)CCC(F)(F)F)cc2C1=O	98	99	0	95	94	95	118	2

(listing goes on)
SMILES	MEP2-GFP yeast	LAP4-GFP MLPCN	GRK2 inh	AGP1 TOR yeast	CIT2 TOR yeast	RPL19A TOR yeast	Yeast superoxide	VLA-4 inh
CCOc1ccc(S(=O)(=O)N2CCc3cc(OC)c(OC)cc3C2)cc1	104	100	0	103	99	107	91	5
CN(NS(C)(=O)=O)c1ncc(C(F)(F)F)cc1Cl	104	101	0	101	105	103	132	-3
NC(=O)C1=C[C@H](c2ccccc2)C[C@H](OCc2ccc(CO)cc2)O1	102	87	1	100	94	100	99	-6
COc1ccc(-c2cc(C(=O)Nc3cc(C)n(Cc4ccc(Cl)cc4)n3)no2)cc1OC	157[may fluoresce violet]	92[may fluoresce violet]	0	26[may fluoresce violet]	?	65[may fluoresce violet]	123	7
CC(=O)c1cccc(NC(=O)N2CCCC2C(=O)NCCc2ccccc2)c1 (stereo not drawn)	100	95	0	105	109	100	98	3
O=C(CSC1=NC(=O)C(Cc2ccccc2)C(=O)N1)NC1CCCCC1 (stereo not drawn)	98	97	1	102	95	95	122	7
O=C(CN1C(=O)NC2(CCc3ccccc32)C1=O)NCc1ccccc1Cl (stereo not drawn)	90	88	2	95	97	93	99	7
CCn1c(C)nc2cc(C(=O)NNS(=O)(=O)c3cc(Br)ccc3Br)ccc21	103	93	1	95	105	103	99	0
Cc1nn(C)c(C)c1S(=O)(=O)N(CC(=O)NCc1cccs1)c1ccc(C(C)C)cc1	96	93	1	106	97	107	100	22
CCOC(=O)c1cnc(SCC(=O)Nc2sc(C)c(C)c2C#N)nc1N	?	?	1	87[may fluoresce red and violet]	?	?	111	10
COc1cc(CNCCN(C)C)c(Br)cc1OCC(=O)NCc1ccccc1	100	89	0	99	101	103	105	15
CN(CC1CCCO1)S(=O)(=O)c1ccc(C(=O)N2CCN(c3ccccc3)CC2)cc1 (stereo not drawn)	104	96	0	98	100	103	134	0
Cc1ccccc1C(=O)OC1CCN(C)CC1	96	104	0	102	99	98	79	14
O=C(c1cc(F)ccc1F)C1CCCN(C(=O)CCc2cnccn2)C1 (stereo not drawn)	97	97	0	100	102	92	102	16
Cc1c(NC(=O)C(C)OC(=O)CNC(=O)c2ccccc2)c(=O)n(-c2ccccc2)n1C (stereo not drawn)	103	98	0	60	95	97	67	-3

Retrieved by structure from the list above:
SMILES	MEP2-GFP yeast	LAP4-GFP MLPCN	GRK2 inh	AGP1 TOR yeast	CIT2 TOR yeast	RPL19A TOR yeast	Yeast superoxide	VLA-4 inh
CN(CC1CCCO1)S(=O)(=O)c1ccc(C(=O)N2CCN(c3ccccc3)CC2)cc1 (stereo not drawn)	104	96	0	98	100	103	134	0
NC(=O)C1=C[C@H](c2ccccc2)C[C@H](OCc2ccc(CO)cc2)O1	102	87	1	100	94	100	99	-6
CCOC(=O)c1cnc(SCC(=O)Nc2sc(C)c(C)c2C#N)nc1N	?	?	1	87[may fluoresce red and violet]	?	?	111	10

Later entries
SMILES	MEP2-GFP yeast	LAP4-GFP MLPCN	GRK2 inh	AGP1 TOR yeast	CIT2 TOR yeast	RPL19A TOR yeast	Yeast superoxide	VLA-4 inh
CCn1ccnc1[C@@H]1C[C@H]2CN(Cc3cccc(Cl)c3)C(=O)[C@]23CCCN13	108	91	5	100	105	106	87	6
COCCNc1nnc(SCC(=O)NC(=O)c2ccccc2)s1	94	93	0	106	94	95	102	-1
O=C(/C=C/c1ccc([N+](=O)[O-])cc1)NCCN1C(=O)S/C(=C\c2ccc(F)cc2)C1=O	99	104	2	104	98	104	101	0
COc1cccc(CNC(=O)Cn2ccc3cc(S(=O)(=O)N4CCCC4)ccc32)c1OC	96	93	0	98	96	99	99	15
CCOC(=O)N1CCN(C(=O)c2ccc(CS(=O)(=O)c3ccc(OC)cc3)o2)CC1	95	99	2	100	93	97	100	0
Cc1cnc(NC(=O)c2cc(S(=O)(=O)N(C)C)ccc2N2CCCC2)s1	91	96	0	95	85	90	131	0
CCCCNC(=O)c1ccc(N2CCC3(CC2)OCCO3)c([N+](=O)[O-])c1	105	102	0	107	105	104	110	14
CCC(=O)Nc1cc(C)c(NC(=O)CCc2ccccc2)cn1	93	88	0	97	96	98	88	-42
O=C(Nc1cc(C(F)(F)F)ccc1Cl)C(=O)N1CCCCC1	92	78	0	86	102	104	101	-6
CC(=O)c1sc(NC(=O)C=C(C)C)nc1C	97	86	6	99	109	101	99	12
CN(Cc1cc([N+](=O)[O-])c2cccnc2c1O)C1CCCCC1	104	96	6	102	103	110	125	11
CCOc1nonc1C(=N)/C(C(C)=O)=C(\C)O	88[may fluoresce red and violet]	?	5	91[may fluoresce red and violet]	?	?	100	0
Cc1ccc(/C(O)=C2/C(=O)C(=O)N(CCN3CCOCC3)C2c2cccnc2)cc1 (stereo not drawn)	97	102	0	95	87	99	93	7
Cc1nc2nc(C)c(CCC(=O)N3CCN(c4ccccn4)CC3)c(C)n2n1	105	103	8	105	100	106	91	10
C=CCN1C(=O)C2C(C(=O)NC)C3C=CC2(O3)C1C(=O)NCc1ccc(OC)cc1 (stereo not drawn)	90	90	1	96	101	95	96	6
O=C(Nc1ncccn1)C1c2ccccc2Oc2ccccc21	102	94	0	98	100	105	85	10
CCCc1ccc(C(=O)N2CCN(c3ccccc3OCC)CC2)cc1	98	101	1	103	100	99	91	-2
CCCCn1c(SC(C)C(N)=O)nc2cc(C(=O)OC)ccc2c1=O (stereo not drawn)	119	118	0	.	107	112	109	18

Part of the list above, as a markdown table:
| SMILES | MEP2-GFP yeast | LAP4-GFP MLPCN | GRK2 inh | AGP1 TOR yeast | CIT2 TOR yeast | RPL19A TOR yeast | Yeast superoxide | VLA-4 inh |
| --- | --- | --- | --- | --- | --- | --- | --- | --- |
| CCC(=O)Nc1cc(C)c(NC(=O)CCc2ccccc2)cn1 | 93 | 88 | 0 | 97 | 96 | 98 | 88 | -42 |
| O=C(Nc1cc(C(F)(F)F)ccc1Cl)C(=O)N1CCCCC1 | 92 | 78 | 0 | 86 | 102 | 104 | 101 | -6 |
| CC(=O)c1sc(NC(=O)C=C(C)C)nc1C | 97 | 86 | 6 | 99 | 109 | 101 | 99 | 12 |
| CN(Cc1cc([N+](=O)[O-])c2cccnc2c1O)C1CCCCC1 | 104 | 96 | 6 | 102 | 103 | 110 | 125 | 11 |
| CCOc1nonc1C(=N)/C(C(C)=O)=C(\C)O | 88[may fluoresce red and violet] | ? | 5 | 91[may fluoresce red and violet] | ? | ? | 100 | 0 |
| Cc1ccc(/C(O)=C2/C(=O)C(=O)N(CCN3CCOCC3)C2c2cccnc2)cc1 (stereo not drawn) | 97 | 102 | 0 | 95 | 87 | 99 | 93 | 7 |
| Cc1nc2nc(C)c(CCC(=O)N3CCN(c4ccccn4)CC3)c(C)n2n1 | 105 | 103 | 8 | 105 | 100 | 106 | 91 | 10 |
